Assay outcomes deposited in PubChem BioAssay by several laboratories.
PolyA inh: yeast polyadenylation inhibition. S. cerevisiae SKY197-pL101 polyadenylation reporter, beta-gal luminescence; efflux-impaired pdr1/pdr3 knockout yeast; score 100 = 6 SD above DMSO. calls only at 12 µM. actives 0.02% (n = 300,000). AID 1875;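 active means lowest replicate activity score at least 50, where 100 means six control SD above control mean; inconclusive means lowest score under 50 but half or more replicates reach 50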;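 further: yeast exposed to compound for 9 h at 30 °C; higher score means more reporter readthrough which indicates perturbed polyadenylation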
DYRK1A inh: Dyrk1A (rat) kinase inhibition; Q63470; ADP-Glo luminescence, NFATc1 peptide; inhibition, % at 12.5 µM; actives 0.43% (n = 310,000); AID 504441; in the data active means inhibition above about 50%;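 further: plate controls were vehicle with enzyme for no effect and no enzyme for full effect; many of its hits are not listed in these tables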
GSK3beta inhib: human GSK3beta kinase inhibition; P49841; GST-GSK3beta kinase, ADP-Glo luminescence, 60 min; stronger effect = lower value; activity score (negative = inhibition), % at 10 µM; actives 0.038% (n = 300,000); AID 2097;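 active means more than half of replicate wells score below -50%, meaning over 50% inhibition versus plate controls; inconclusive means some replicates but at most half score below -50%; inactive means no replicate scores below -50%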;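 further: 0% = median DMSO wells and -100% = median GW8510 positive control wells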
Target sequence (P49841 whole entry, looked up): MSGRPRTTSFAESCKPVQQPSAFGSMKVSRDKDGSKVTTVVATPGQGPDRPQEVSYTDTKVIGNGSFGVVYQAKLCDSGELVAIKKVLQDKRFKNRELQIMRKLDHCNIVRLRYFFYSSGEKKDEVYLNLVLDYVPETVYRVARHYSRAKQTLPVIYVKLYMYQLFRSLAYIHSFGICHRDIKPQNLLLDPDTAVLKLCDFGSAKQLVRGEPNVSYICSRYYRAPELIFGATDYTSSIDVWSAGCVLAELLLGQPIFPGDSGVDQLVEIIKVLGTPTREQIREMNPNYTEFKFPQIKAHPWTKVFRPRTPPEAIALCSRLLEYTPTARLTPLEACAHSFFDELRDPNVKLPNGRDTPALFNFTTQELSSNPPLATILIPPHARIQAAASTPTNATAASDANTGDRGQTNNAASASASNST
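Assay system: GST-tagged human GSK3beta kinase, cell-free; Input: 1.6 ng GSK3beta; Medium: Tris/MgCl2 kinase buffer; Timing: 60 min enzyme reaction, room temperature; Signal: ADP-Glo luminescence quantifying ADP generated by kinase; Evaluation: score relative to plate controls; Benchmarks: DMSO neutral wells and GW8510 at 20 µM as positive.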
HSF1 inhib: HSF1 inhibition; NIH3T3-HGL HSE-luciferase, MG132-induced, luminescence 8 h; stronger effect = lower value; activity change, negative = inhibition, % at 7.5 µM (by protocol); actives 0.77% (n = 300,000); AID 2098;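 active means more than half of replicate wells show activity change below -50%, luminescence cut by over half; inconclusive means some wells, but at most half, below -50%; inactive means no replicate well below -50%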;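 further: luciferase reports HSF-1 transcriptional activity via heat shock element; 0% = median of DMSO wells and -100% = zero luminescence signal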
Platelet DG rel: platelet dense granule release activity; human platelet-rich plasma, SFLLRN dense granule ATP release, luminescence; inhibition, %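 (compounds screened at 7.5 µM in platelet-rich plasma)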; actives 0.22% (n = 300,000); AID 1663;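 active means mean replicate score, as percent of positive control, at or above 50; inconclusive means mean below 50 but at least one replicate at or above 50; inactive means mean and every replicate below 50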
GSK3 alpha inh: inhibitors of human GSK-3 alpha kinase; actives 0.1% (n = 320,000); ADP-Glo luminescence, 60 min; P49840; inhibition, % at 10 µM;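 in the data active means inhibition above about 50%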;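 further: GST-tagged GSK-3 alpha with peptide substrate and 25 µM ATP; 0% = DMSO neutral wells and 100% = GW8510 positive control wells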
Target sequence (P49840 whole entry, looked up): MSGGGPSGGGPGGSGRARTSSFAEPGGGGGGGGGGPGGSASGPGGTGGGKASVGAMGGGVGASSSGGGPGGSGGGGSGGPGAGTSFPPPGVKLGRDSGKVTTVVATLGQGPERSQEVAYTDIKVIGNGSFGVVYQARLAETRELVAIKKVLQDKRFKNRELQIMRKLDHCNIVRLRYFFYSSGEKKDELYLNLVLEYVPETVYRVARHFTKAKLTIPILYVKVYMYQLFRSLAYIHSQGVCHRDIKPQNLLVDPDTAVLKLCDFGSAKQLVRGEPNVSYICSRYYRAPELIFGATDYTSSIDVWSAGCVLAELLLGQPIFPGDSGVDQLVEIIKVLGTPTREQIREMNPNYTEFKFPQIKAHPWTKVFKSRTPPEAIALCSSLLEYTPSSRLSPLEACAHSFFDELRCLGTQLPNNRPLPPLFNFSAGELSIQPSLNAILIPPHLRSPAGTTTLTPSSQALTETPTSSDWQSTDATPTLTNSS
AI-2 QS modul: Vibrio harveyi AI-2 quorum sensing modulation | Vibrio harveyi JMH597 AI-2 luminescence/OD600 ratio, 9 h; stronger effect = lower value; strain lacks LuxN and CqsS sensors; 0 = neutral-control median | activity change, % at 7.5 µM | actives 0.4% (n = 300,000); in the data active means activity change below about -75%, passing the limit was not always enough; inconclusive means no clear call, values can overlap the other calls;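 further: luminescence divided by OD600 gain over 9 h not by final OD600 alone; inactives centre near 13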
HSP90 refold inh: inhibitors of HSP90 luciferase refolding in rabbit reticulocyte lysate. inhibition, % at 5.6 µM. actives 0.91% (n = 290,000). luciferase refolding luminescence, 3 h. AID 1789;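 active means inhibition above the screen-wide mean plus 3 SD, computed separately per campaign, cut at about 16% in these data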;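 further: 0% = DMSO wells and 100% = 60 µM geldanamycin wells; inhibitors lower the luminescence because luciferase stays unfolded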
HDAC3 inh: blocks human histone deacetylase 3. O15379. recombinant HDAC3, fluorogenic peptide/trypsin coupled, fluorescence. inhibition, % at 8.3 µM. actives 0.15% (n = 320,000); in the data active means inhibition above about 26%, passing the limit was not always enough; inconclusive means no clear call, values can overlap the other calls
HSF-1 act: increases HSF-1 driven luciferase reporter signal. actives 1.7% (n = 300,000). NIH3T3-HGL HSF-1 luciferase reporter, MG132, 8 h; 100% = twice DMSO control signal. activation, % at 9 µM;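 active means mean replicate activation of at least 50% with a set share of replicates each reaching 50%; inconclusive means only one of those two conditions met; inactive means mean below 50% and too few replicates reaching it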;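 further: 0% = median of the neutral control wells and 100% = twice that signal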
* hit, by the source's call; i = inactive; ? = inconclusive; . = no result given. Some of the compounds tested; the hit share may differ from the screen's.

PolyA inh,HSP90 refold inh,GSK3beta inhib,HSF-1 act,HSF1 inhib,HDAC3 inh,Platelet DG rel,AI-2 QS modul,DYRK1A inh,smiles,GSK3 alpha inh
i,4,3,-14,-6,-3,-4,7,-1,O=[N+]([O-])c1ccc(Oc2cccc(Br)c2)c2ccncc12,-8
i,1,3,27,8,1,-4,-48,4,Cc1ccc(CNC(=O)CN(C)S(=O)(=O)c2cccs2)cc1,-2
i,-5,0,-6,6,9,19,18,.,CC1=C(C(=O)Nc2cccc(C(=O)NC3CCCCC3C)c2)SCCO1 (centres undefined),-1
i,1,0,16,6,1,-4,8,26,COc1ccc2cc(-c3[nH]ncc3CN3CCCCO3)ccc2c1,0
i,-5,4,14,-5,.,2,29,1,COC(C(=O)Nc1ccc(C(C)=O)cc1)c1ccccc1 (centres undefined),-1
i,2,0,-24,0,0,6,9,-3,CCc1cccc(CC)c1NC(=O)COC(=O)c1cccc(-c2ccc(OC(C)=O)cc2)c1,-4
i,-2,-4,0,-1,5,-7,17,-4,CC1CC(N(C(=O)c2ccco2)c2ccccc2)c2ccccc2N1C(=O)c1ccco1 (centres undefined),2
i,0,4,1,-4,1,2,5,3,CSc1nnc(-c2ccc(NC(=O)CCc3ccccc3)cc2)n1C,4
i,3,0,-15,-11,-2,-8,9,-2,Cc1c(C(=O)N(C)CCCCN2CCOCC2)oc2c(F)cccc12,.
i,.,-4,1,-3,2,3,31,0,O=C(Nc1ccc(S(=O)(=O)N2CCCCC2)cc1)C1CC(=O)N(Cc2ccccc2)C1 (centres undefined),0
i,0,2,17,-5,-6,11,22,.,O=C(Nc1ccc(NC(=O)c2ccncc2)cc1)c1ccncc1,2
i,-4,1,23,1,-12,0,31,-6,O=C(Cn1cnc2cc([N+](=O)[O-])ccc2c1=O)NCCc1ccc(Cl)cc1,-1
i,-4,1,-24,-6,-1,11,15,0,CCN(Cc1cnn(C)c1)C(=O)C1CCC(=O)N(CCc2ccc(OC)cc2)C1 (centres undefined),1
i,2,0,13,7,4,-3,21,2,O=C(NNC(=O)C1CCCCC1)c1ccc(Br)cc1,.
i,0,-5,0,-4,-3,-1,15,-7,CCOc1ccc(S(=O)(=O)NC(C)C(=O)NCc2cccnc2)cc1 (centres undefined),0
i,0,-8,2,-2,5,-12,40,-2,Cc1cc(C)cc(C(=O)NCC(=O)N2CCN(C(c3ccccc3)c3ccccc3)CC2)c1,-2
i,.,1,-21,-10,3,-2,16,4,COc1ccc(CCNC(=O)CSc2nc(C)nc3c2c(=O)n(C)c(=O)n3C)cc1OC,-2
i,-4,4,-4,7,3,-2,21,0,O=C(CSc1nnc(-c2ccncc2)n1Cc1ccco1)OC1CCCCC1,-2
i,1,2,25,12,-2,7,30,1,Cc1cc(C)n2nc(SCCOc3ccc(F)cc3)nc2n1,1
i,-2,0,-26,-10,8,1,16,-1,COc1ccc(N2C(N)=C(C#N)C(c3cccnc3)C3=C2CC(C)(C)CC3=O)cc1 (centres undefined),-1

Later entries.
PolyA inh,HSP90 refold inh,GSK3beta inhib,HSF-1 act,HSF1 inhib,HDAC3 inh,Platelet DG rel,AI-2 QS modul,DYRK1A inh,smiles,GSK3 alpha inh
i,-3,1,0,-3,2,2,15,-1,CC(=O)Nc1ccc(NC(=O)C(C)NC(C)c2cccc3ccccc23)cc1 (centres undefined),2
i,-2,0,-1,5,?,2,9,5,CC(Nc1nc(-c2cccc(Br)c2)cs1)c1nc2cc(Cl)c(N3CCCCC3)cc2n1CCOCCO (centres undefined),-2
i,.,1,-2,-4,-10,1,15,5,CCN(CC(=O)Nc1c(F)cccc1F)C(=O)C1CC(=O)N(c2ccc3c(c2)OCCO3)C1 (centres undefined),0
i,5,0,21,15,5,15,14,.,Cc1ccc(C(=O)N/N=C\c2ccc(-c3ccc(Cl)c(Cl)c3)o2)cn1,-2
.,-2,2,59*,12,-3,3,17,1,COc1ccc(C(=O)N2CCCC(c3nc(-c4cccs4)no3)C2)cc1 (centres undefined),-2
i,7,1,-1,-5,4,-1,9,-6,Cn1c(SC2C(=O)CC(C)(C)CC2=O)nnc1-c1ccco1,0
i,0,-8,-1,-7,-2,0,32,-52,CCn1nc(C)c(CN2CCCC(C(=O)c3cccc(OC(C)C)c3)C2)c1C (centres undefined),-3
i,0,1,-2,0,5,0,14,.,COc1cc(C(=S)N2CCOCC2)cc(OC)c1OS(=O)(=O)c1ccc(Cl)cc1,-3
i,3,-1,-10,-4,-1,3,9,7,NNC(=O)CN1C(=O)Nc2ccc(Cl)cc2C1c1ccccc1 (centres undefined),0
i,-4,-3,20,-1,-21,0,25,-4,COc1ccc2oc(-c3ccccc3)c(C(=O)N(C)C)c2c1,0
i,1,2,7,0,5,-6,18,4,COc1ccccc1NS(=O)(=O)c1cccc(NC(=O)c2sc3ccccc3c2Cl)c1,0
i,4,2,4,0,-3,-2,31,-2,O=C(Nc1ccc(N2CCCC2)cc1)c1ccc([N+](=O)[O-])cc1Cl,.
i,-2,4,-20,-7,4,5,-17,3,O=S(=O)(c1ccc(NCc2ccccc2)cc1)N1CCOCC1,-2
i,-4,5,18,-4,-22,-1,12,4,Cc1ccc(S(=O)(=O)Nc2nc3ccccc3nc2NCC2CCCO2)cc1C (centres undefined),-3
i,2,-5,-73,-66*,0,?,-3,11,N=c1c2c(ncn1CCCO)Oc1c(ccc3ccccc13)C2c1ccccc1 (centres undefined),1
i,.,-8,5,1,6,-4,30,-8,CC(C)(Oc1ccc(Cl)cc1)C(=O)NCC1CCCO1 (centres undefined),-2
i,-2,2,-2,-4,2,6,4,36,Cc1[nH]ccc(=O)c1OCc1c(F)cccc1Cl,0
i,0,1,26,-2,-21,-5,2,-1,CCCOc1c(Br)cc(C2C3=C(CCCC3=O)N(C)C3=C2C(=O)CCC3)cc1OC,-1
i,-3,0,0,-2,-3,-1,2,1,Cc1cc(C(=O)N2CCCC(Nc3ccc(F)cc3)C2)c(C)o1 (centres undefined),0
i,5,4,1,-1,.,2,15,-2,O=C(Nc1ccc(Cl)cc1)[C@@H]1[C@@H]2C(=O)N(c3ccc4ccccc4c3)C(=O)[C@@H]2[C@H]2C=CC=NN21,1

A draw from above in order of formula weight, smallest number first:
PolyA inh,HSP90 refold inh,GSK3beta inhib,HSF-1 act,HSF1 inhib,HDAC3 inh,Platelet DG rel,AI-2 QS modul,DYRK1A inh,smiles,GSK3 alpha inh
i,-4,-3,20,-1,-21,0,25,-4,COc1ccc2oc(-c3ccccc3)c(C(=O)N(C)C)c2c1,0
i,7,1,-1,-5,4,-1,9,-6,Cn1c(SC2C(=O)CC(C)(C)CC2=O)nnc1-c1ccco1,0
i,3,-1,-10,-4,-1,3,9,7,NNC(=O)CN1C(=O)Nc2ccc(Cl)cc2C1c1ccccc1 (centres undefined),0
.,-2,2,59*,12,-3,3,17,1,COc1ccc(C(=O)N2CCCC(c3nc(-c4cccs4)no3)C2)cc1 (centres undefined),-2
i,5,0,21,15,5,15,14,.,Cc1ccc(C(=O)N/N=C\c2ccc(-c3ccc(Cl)c(Cl)c3)o2)cn1,-2
i,-3,1,0,-3,2,2,15,-1,CC(=O)Nc1ccc(NC(=O)C(C)NC(C)c2cccc3ccccc23)cc1 (centres undefined),2
i,0,-8,-1,-7,-2,0,32,-52,CCn1nc(C)c(CN2CCCC(C(=O)c3cccc(OC(C)C)c3)C2)c1C (centres undefined),-3
i,0,1,-2,0,5,0,14,.,COc1cc(C(=S)N2CCOCC2)cc(OC)c1OS(=O)(=O)c1ccc(Cl)cc1,-3
i,.,1,-2,-4,-10,1,15,5,CCN(CC(=O)Nc1c(F)cccc1F)C(=O)C1CC(=O)N(c2ccc3c(c2)OCCO3)C1 (centres undefined),0
i,-2,0,-1,5,?,2,9,5,CC(Nc1nc(-c2cccc(Br)c2)cs1)c1nc2cc(Cl)c(N3CCCCC3)cc2n1CCOCCO (centres undefined),-2

Further structures:
PolyA inh,HSP90 refold inh,GSK3beta inhib,HSF-1 act,HSF1 inhib,HDAC3 inh,Platelet DG rel,AI-2 QS modul,DYRK1A inh,smiles,GSK3 alpha inh
i,3,1,.,.,1,-2,5,4,O=C(O)/C=C\c1cccc(-n2cnnn2)c1,0
i,5,0,-12,-8,-1,1,-1,-6,Cc1ccc(N(C(=O)c2csnn2)C(C(=O)NC(C)(C)C)c2cccnc2)cc1 (centres undefined),0
i,-4,0,1,1,1,-6,14,-2,CN(C(=O)c1ccccc1[N+](=O)[O-])c1ccccc1C(=O)NCc1ccccc1,1
.,1,3,6,-5,-4,7,39,3,O=C(CC1SC(=O)NC1=O)Oc1ccc(/C=N/NC(=O)c2ccccc2O)cc1 (centres undefined),0
i,-2,-3,44,13,-3,-2,8,-4,COc1ccc(OCC(=O)NC2CCCCCCC2)cc1,-2
i,0,-1,5,-8,-3,3,27,4,CCC(C)Oc1ccccc1C1CC(=O)NC2=C1C(=O)CCC2 (centres undefined),2
i,.,1,0,-2,-1,0,12,.,COc1ccc(N2CCN(C(=O)COC(=O)CNC(=O)c3ccc(C)cc3)CC2)cc1,-3
i,3,0,-13,-7,-1,0,1,-5,Cc1cc(C)c(C)c(S(=O)(=O)NCCCN2CCOCC2)c1C,-1
i,-1,-1,-6,3,3,3,16,3,Cc1cccc(-n2nnc(C(=O)NCc3ccccc3)c2N)c1,1
